# Compound activity: PubChem BioAssay, National Center for Advancing Translational Sciences (NCATS)
# AmpC inh no detg: AmpC beta-lactamase inhibition without detergent; P00811; AmpC nitrocefin hydrolysis, absorbance 480 nm, 0.0001% Triton; Potency, µM (doses to about 57.1 µM), for the others: at the highest dose activity change, negative = inhibition, actives largely listed as inhibitors; hit rate 0.52% among 330,000;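 note: potency is the fitted concentration of half-maximal effect; plate controls were no compound for no effect and no enzyme for full effect; nearly all actives have a fitted effect of over 20% in size; some results filed as inactive show a strong effect at the top dose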
# Target sequence (P00811 whole entry, looked up): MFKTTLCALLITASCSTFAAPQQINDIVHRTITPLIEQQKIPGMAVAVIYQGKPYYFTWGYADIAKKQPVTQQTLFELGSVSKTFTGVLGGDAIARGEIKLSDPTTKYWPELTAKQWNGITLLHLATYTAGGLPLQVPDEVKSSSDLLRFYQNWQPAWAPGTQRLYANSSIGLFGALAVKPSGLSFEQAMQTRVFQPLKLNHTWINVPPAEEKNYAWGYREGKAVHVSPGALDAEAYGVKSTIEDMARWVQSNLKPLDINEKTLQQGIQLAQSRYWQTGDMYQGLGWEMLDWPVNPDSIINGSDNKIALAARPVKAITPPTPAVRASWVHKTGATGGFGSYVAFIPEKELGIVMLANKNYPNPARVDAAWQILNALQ
#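 AmpC (5.3 nM in the dispensed reagent) in 20 mM phosphate pH 7.0 with 0.01% (detergent screen) or 0.0001% Triton X-100 was preincubated with compounds for 15 min at room temperature. Nitrocefin was then added from an 800 uM solution, and hydrolysis was followed at 480 nm.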
# AmpC detergent: blocks E. coli AmpC beta-lactamase in detergent assay. Potency, µM (highest dose often 114 µM), for the others: top-dose activity change, negative = inhibition, actives largely listed as inhibitors. P00811. AID 485294. hit rate 0.041% among 370,000. AmpC hydrolysis of nitrocefin, absorbance 480 nm, 0.01% Triton;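 note: potency is the fitted concentration of half-maximal effect; 0% = no-compound wells and -100% = no-enzyme wells; nearly all actives have a fitted effect of over 25% in size; some results filed as inactive show a strong effect at the top dose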
#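 AmpC (5.3 nM in the dispensed reagent) in 20 mM phosphate pH 7.0 with 0.01% (detergent screen) or 0.0001% Triton X-100 was preincubated with compounds for 15 min at room temperature. Nitrocefin was then added from an 800 uM solution, and hydrolysis was followed at 480 nm.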
# Tb PYK inh: T. brucei pyruvate kinase inhibition; Q57TT1; TbPYK enzyme, Kinase-Glo Plus ATP luminescence, 45 min; Potency, µM (top dose mostly 76.8 µM), inactives show top-dose activity, negative = inhibition, usual class: inhibitors; hit rate 0.12% among 410,000; AID 624173; note: potency is the fitted concentration of half-maximal effect; nearly all actives have a fitted effect of over 50% in size
#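 Luminescence from Kinase-Glo Plus, added after a 45-minute room-temperature reaction, served as the end-point read-out. The enzyme and substrate were preincubated with compound before ADP (130 uM final) initiated turnover. Concentration-effect curves came from normalized qHTS data.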
# HCV inh: inhibitors of hepatitis C virus infection. Huh7.5.1 HCVcc-Cre infection, luciferase reporter, 44 h. Potency, µM (doses to about 41.8 µM), for inactives: top-dose activity change, negative = inhibition, hits mostly inhibitors. hit rate 3.4% among 340,000; note: potency is the fitted concentration of half-maximal effect
#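 Infectious HCVcc-Cre (~0.5 moi) was added to cells just after compound, with cells seeded 4 h earlier at 1,000 per well. Luciferase activity after 44 h culture reported infection; substrate was incubated 15 min at room temperature before reading.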
# HCMV inh: inhibitors of human cytomegalovirus. HFF cells, HCMV-luciferase reporter, 72 h; active compounds read low. activity change, negative = inhibition, % at 57.5 µM. hit rate 4.5% among 410,000. AID 1259415; in the data active = activity change below about -60%; inconclusive = no clear call, values can overlap the other calls; inactive = above about -39%
#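 HFF cells seeded 16 h at 37C, treated with compounds, infected with luciferase-reporter HCMV at MOI 1 PFU/cell; luciferase read at 72 h post infection, normalized to buffer-only and Salinomycin controls.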
# LmPK inhibitor: inhibitors of Leishmania mexicana pyruvate kinase; Q27686; purified LmPK, Kinase-Glo ATP luminescence, 1 h; Potency, µM (doses to about 57.5 µM), for the others: top-dose activity change, negative = inhibition, actives largely listed as inhibitors; hit rate 0.37% among 290,000; AID 1721; note: potency is the fitted concentration of half-maximal effect
# Target sequence (Q27686 whole entry, looked up): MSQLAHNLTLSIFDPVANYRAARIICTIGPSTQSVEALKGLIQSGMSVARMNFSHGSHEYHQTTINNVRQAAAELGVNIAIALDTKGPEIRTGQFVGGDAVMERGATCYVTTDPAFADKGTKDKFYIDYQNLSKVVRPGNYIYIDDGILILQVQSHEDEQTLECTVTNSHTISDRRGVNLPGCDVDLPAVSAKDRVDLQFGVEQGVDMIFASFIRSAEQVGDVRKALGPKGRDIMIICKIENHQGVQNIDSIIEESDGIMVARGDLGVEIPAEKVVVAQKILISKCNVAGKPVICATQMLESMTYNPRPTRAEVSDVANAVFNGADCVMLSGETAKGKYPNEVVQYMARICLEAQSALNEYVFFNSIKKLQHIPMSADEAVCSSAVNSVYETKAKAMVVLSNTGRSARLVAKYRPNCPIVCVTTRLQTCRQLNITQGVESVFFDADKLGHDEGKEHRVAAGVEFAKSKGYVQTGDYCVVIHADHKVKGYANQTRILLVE
#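 In 50 mM imidazole pH 7.2 with 7 mM MgCl2, LmPK (0.1 nM) turned over PEP (0.5 mM) and ADP (0.1 mM) for 1 h at room temperature. Luciferase read-out of ATP.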
# AMA1-RON2 inh: AMA1-RON2 (P. falciparum) interaction inhibition; hit rate 0.2% among 360,000; Potency, µM (top dose mostly 58.2 µM), without a hit: at the top dose activity change, negative = inhibition, usual class: inhibitors; AlphaScreen AMA1-biotinylated RON2 peptide binding;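 note: potency is the fitted concentration of half-maximal effect; 0% = vehicle wells and -100% = peptide control; nearly all actives have a fitted effect of over 45% in size; some results filed as inactive show a strong effect at the top dose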
#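 AMA1 (3D7) with his tag at 25 nM final met compounds first, then biotinylated RON2 peptide at 25 nM; detection used donor plus acceptor beads, 10 µg/mL apiece, read by AlphaScreen after 30 min at room temperature.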
# Numbers without * were called inactive; u = inconclusive; x = not tested or not shown; & = joins results of further samples; [ ] = remark or other dose. Unless noted, calls come from the whole dose curve; as a rule, active = well fitted curve in the direction sought with a large enough effect; inconclusive = small, poorly fitted or top-dose-only effect, or another doubt; inactive = no such curve, though single readings can be large; an effect the other way counts as inactive or inconclusive. Unless noted, % is set by controls: 0 for no effect and ±100 for the full control effect.
nr	molecule	HCMV inh	HCV inh	LmPK inhibitor	AmpC inh no detg	AMA1-RON2 inh	Tb PYK inh	AmpC detergent
1	Cc1ccc(CN2CCN(/N=C/c3ccc(C(=O)O)cc3)CC2)cc1	-20.9	36.4%[activator]	-1.6%	0.6%	-1.3%	3.3%	u
2	CCOc1ccccc1C1C(C(N)=O)=C(C)Nc2nc(-c3ccc(OC)cc3)nn21 (stereo unspecified)	10.1	2.1%	0.2%	-9.1%	33.7%[activator]	1.9%	-3.7%
3	Cc1nc2nc[nH]n2c(=O)c1NS(=O)(=O)c1ccc(Br)cc1	11.8	x	x	x	x	-0.6%	1.5%
4	O=C(O)c1ccc(C(=O)Nc2cccc(NC(=O)C3CCCO3)c2)cc1 (stereo unspecified)	x	10.5%	-17.2%	-11.2%	-1.2%	0.2%	2.2%
5	O=C(O)CCCC(=O)N1CCOCCOCCOCCOCC1	10.9	9.2%	3.4%	-13.5%	-2.0%	-2.3%	0.5%
6	COC(=O)c1ccccc1NC(=O)CSc1nc2c(c(=O)[nH]1)CCC2	13.7	-1.1%	-4.8%	-3.7%	3.2%	-1.9%	-7.4%
7	O=C(COc1ccc2ccccc2c1)NC1=NCCS1	38.9	7.5%	-1.3%	-20.1%	23.8%	6.5%	-13.0%
8	CCOc1ccc(CCN2C(=O)C(=O)N([C@@H](CC(C)C)CN3CCC[C@H]3CN3C(=O)C(=O)NC[C@@H]3CC(C)C)C[C@@H]2CC(C)C)cc1	-19.7	x	x	x	0.4%	6.6%	x
9	CCC(c1nc2ccccc2c(=O)n1-c1nc2ccccc2s1)N1C(=O)c2ccccc2C1=O (stereo unspecified)	u	11.7%	-1.0%	-26.2%	-9.3%	-9.3%	-6.7%
10	COc1ccc(OC)c(S(=O)(=O)N2CCCC(C(=O)NCc3ccccn3)C2)c1 (stereo unspecified)	-27.4	6.9%	-7.1%	7.3%	7.6%	1.2%	-2.8%
11	COc1ccc(-c2c(C)nn3c(N4CCC5(CC4)OCCO5)cc(C)nc23)cc1OC	1.1	u	-3.6%	47.4%	5.2%	1.4%	-5.4%
12	O=C(CN(Cc1ccc(Br)cc1)S(=O)(=O)c1ccccc1)NCc1ccccn1	-14.0	6.8%	-5.4%	46.2%	14.8%	4.1%	5.0%
13	Clc1ccc2c(c1)-n1cc(-c3ccccc3)nc1CO2	107.4	x	x	x	x	-9.2%	-5.7%
14	COC(=O)C1=C(C)Nc2[nH]c(=S)[nH]c(=O)c2C1c1ccc(OC)cc1 (stereo unspecified)	-5.8	0.6%	3.1%	-36.6%	88.4%[activator]	-6.6%	-2.6%
15	COc1ccccc1-c1csc(C(C)(NC(C)=O)c2ccccc2)n1 (stereo unspecified)	37.4	x	x	x	-10.3%	0.4%	x
16	COc1cc(OC)cc(-n2nnnc2SCC(=O)NCCc2ccc(OC)c(OC)c2)c1	-10.5	-18.9%	-3.7%	-10.2%	-2.9%	1.5%	-1.6%
17	Cc1ccc(C(=O)c2ccc(C)cc2)cc1	5.2	-7.4%	0.4%	-14.7%	3.0%	3.3%	-4.7%
18	CN(c1ccc(S(=O)(=O)N2CCOCC2)cn1)C1CCCCC1	-27.6	-20.2%	3.6%	23.5%	-3.1%	2.0%	u
19	C=C(C)C1CC=C(C)/C(=N/NC(=O)COc2cccc3ccccc23)C1 (stereo unspecified)	-9.9	u	2.6%	-24.4%	16.6%	1.6%	u
20	CCc1cccc(NC(=O)Nc2ccc3c(c2)OCO3)c1	12.3	-22.6%	-2.4%	-26.7%	u	-4.9%	-3.6%
21	N#Cc1ccc(NC(=O)CN2CCCCCC2)cc1Cl	-0.2	-6.8%	-0.7%	-28.3%	6.9%	-19.3%	-21.0%
22	COCCNS(=O)(=O)c1cc(F)ccc1OC	34.6	8.7%	0.8%	-4.9%	-11.4%	0.1%	0.3%
23	COc1ccc(-c2ccnc(SCC(=O)c3ccc(OC)c(OC)c3)n2)cc1	-16.8	u	2.1%	-5.8%	-8.9%	-9.8%	u
24	CN1CCN(C(=O)c2ccc(COc3cc(Cl)ccc3Cl)o2)CC1	-13.5	-9.1%	3.7%	59.6%	0.0%	4.6%	0.1%
25	O=C(COc1ncnc2ccccc12)NCCc1ccc(F)cc1	-28.2	-27.1%	-1.6%	-12.0%[11.4 µM]	0.2%	1.1%	-9.4%
26	Cc1cc(/C=C(\C#N)C(=O)NCc2ccccc2)cc(C)c1O	-6.1	-8.7%	-6.8%	-27.3%	-13.5%	0.0%	2.1%
27	COC(=O)[C@@H](Cc1ccccc1)NC(=O)Cn1cc(C)c(=O)[nH]c1=O	-6.7	21.3%	x	x	-3.7%	0.5%	x
28	O=C(O)CCCCCn1c(SCc2cc(=O)n3ccccc3n2)nc2ccsc2c1=O	-35.2	15.6%	0.5%	-3.6%	0.0%	0.1%	u
29	Cc1nn(-c2ccc(N3CCCCC3)nn2)c(C)c1CCC(=O)NCc1ccccc1F	-16.6	x	x	x	x	1.8%	-8.9%
30	CCC(=O)Nc1ccccc1C(=O)OC(c1ccccc1)c1ccccc1	-4.7	u	4.3%	-6.3%	-12.8%	8.2%	-4.5%

# Part of the list above in order of count of non-hydrogen atoms, falling:
nr	molecule	HCMV inh	HCV inh	LmPK inhibitor	AmpC inh no detg	AMA1-RON2 inh	Tb PYK inh	AmpC detergent
4	O=C(O)c1ccc(C(=O)Nc2cccc(NC(=O)C3CCCO3)c2)cc1 (stereo unspecified)	x	10.5%	-17.2%	-11.2%	-1.2%	0.2%	2.2%
26	Cc1cc(/C=C(\C#N)C(=O)NCc2ccccc2)cc(C)c1O	-6.1	-8.7%	-6.8%	-27.3%	-13.5%	0.0%	2.1%
22	COCCNS(=O)(=O)c1cc(F)ccc1OC	34.6	8.7%	0.8%	-4.9%	-11.4%	0.1%	0.3%

# Other structures.
nr	molecule	HCMV inh	HCV inh	LmPK inhibitor	AmpC inh no detg	AMA1-RON2 inh	Tb PYK inh	AmpC detergent
31	N#CC1=C(N)C(C#N)(C#N)C2(CCC3(CC2)OCCO3)C2CC3(CC=C12)OCCO3 (stereo unspecified)	-10.6	x	-1.1%	4.6%	46.7%[activator]	-7.7%	4.9%
32	Cc1ccc(CN2C(=O)CSc3ccc(C(=O)NC4CC4)cc32)cc1	19.0	u	2.5%	-24.4%	-3.9%	-11.1%	u
33	CCCC(=O)c1cc(F)c(N2CCN(S(=O)(=O)c3ccccc3)CC2)cc1C	-38.0	u	-13.2%	-14.3%	12.9%	0.2%	-8.5%
34	Cc1ccc(-c2nc3ccccc3s2)cc1S(=O)(=O)N1CCOCC1	0.1	u	21.8%	-5.7%	-7.1%	-0.1%	-6.3%
35	Cc1cc2c(cc1C)CSC(c1c(O)ccc3ccccc13)SC2	-74.2*	u	5.6%	-55.0%	-1.0%	-21.9%	-0.3%
36	CCN(CC)S(=O)(=O)c1ccc(/C=C/C(=O)OCC(=O)NNC(=O)c2ccc(OC)cc2)cc1	-15.4	-6.5%	x	-6.4%	85.0%[activator]	-2.8%	-0.3%
37	O=C(O)C1CCCCC1C(=O)NCCC(c1ccccc1)c1ccccc1 (stereo unspecified)	4.8	-1.9%	2.2%	-20.7%	4.3%	x	-0.7%
38	CN(C(=O)COC(=O)CCC(=O)c1ccc(F)cc1)C1CCCCC1	-17.1	-1.8%	x	15.9%	11.8%	-0.5%	x
39	O=C(Nc1ccccc1F)C1COc2ccccc2O1 (stereo unspecified)	5.5	8.4%	-1.7%	-31.6%	20.9%	-1.5%	u
40	CCCCn1nnnc1NCc1cc(Cl)c(OC)c(OC)c1	51.1	1.2%	2.0%	-9.6%	14.5%	1.1%	7.5%
41	CN(C)/C=c1\sc2c(C#N)cc(C(=O)c3ccc(Br)cc3)n2c1=O	-31.8	2.2%&-2.1%	0.8%	-34.6%	10.7%	2.3%	-5.0%
42	Cc1noc2ncnc(NCc3ccc(Cl)cc3)c12	u	x	x	x	x	-1.4%	11.1%
43	CC(=O)NC(C)(c1ccccc1)c1nc(-c2csc3ccccc23)cs1 (stereo unspecified)	-13.2	x	x	x	-5.2%	3.1%	x
44	Cc1cc(C(=O)OCC(=O)Nc2cccc(S(=O)(=O)N3CCOCC3)c2)c(C)o1	25.8	u	3.4%	-1.0%	0.0%	-3.1%	-4.4%
45	CC1(C(=O)Nc2ccc3ccccc3c2)CCC(=O)N1CC(F)(F)F (stereo unspecified)	17.2	x	x	x	0.0%	-12.7%	x
46	COc1ccc(CN2C(=O)NC(=O)/C(=C/c3cc(OC)c(OC)c(OC)c3)C2=O)cc1	17.6	0.8%	2.4%	-25.7%	-0.9%	u	0.9%
47	Cc1cc(NC(=O)CSc2nnc(-c3ccc(Cl)s3)o2)no1	69.2	-24.3%	0.3%	-23.7%	2.24µM*	-1.4%	-17.1%
48	CCOC(=O)CSc1nc(-c2ccccc2)nc2ccccc12	-8.4	-9.0%	2.7%	-14.8%	23.5%	0.0%	u
49	COc1cc(C)ccc1OCC(=O)Nc1ccc2c(c1)OCO2	-8.9	u	x	-22.5%	-2.5%	0.1%	0.1%
50	CC(NC(=O)OCc1ccccc1)c1ccccc1 (stereo unspecified)	-32.6	19.5%	x	x	19.7%	3.7%	x
51	CCn1c(SCC(=O)c2ccc3ccccc3c2)nnc1-c1cccs1	-3.5	u	5.3%	-33.2%	1.5%	-15.1%	-3.1%
52	CCOC(=O)C1=C(C)Nc2nc(C)nn2C1c1cc(OC)ccc1OC (stereo unspecified)	29.5	20.4%	0.5%	-11.1%	4.9%	-0.2%	u
53	Cc1ccc(S(=O)(=O)Nc2nc(CN3CCOCC3)nc3sc(C)c(C)c23)cc1	u	14.3%	x	-6.6%	23.4%	-1.8%	5.5%
54	Cn1c(CNc2nc(-c3ccccc3)cs2)nnc1SCC(=O)OC1CCCCC1	-15.8	-11.6%	-0.9%	22.0%	-7.7%	-12.3%	-2.2%
55	Cc1ccc(Cn2c(Cc3ccccc3)nc3ccccc32)cc1	-36.5&-18.5	u	1.3%	-3.5%	-5.1%	1.6%&6.5%	u
56	NC(=O)c1ccc(NC(=O)CN2C(=O)NC3(CCCCCCC3)C2=O)cc1	25.4	7.2%	x	-33.2%	-0.8%	3.0%	x
57	O=C(COC(=O)CCOc1ccccc1)NCCC1=CCCCC1	-27.3	-4.2%	2.3%	53.5%	3.1%	0.9%	5.5%
58	Cn1c(=O)[nH]c(=O)c2c1nc1n2CCCS1	0.8	u	4.1%	-14.3%	4.7%	-4.0%	-5.7%
59	COCCn1c(=O)c2c(nc3n2CC(C)CN3Cc2ccccc2)n(C)c1=O (stereo unspecified)	-31.4	15.4%	-0.7%	69.2%[activator]	6.0%	2.4%	-12.8%
